# OX1R antag-1: antagonists of human orexin 1 receptor; O43613; CHO/OX1R cells, Fluo-8 calcium fluorescence, orexin A; inhibition, % at 5 µM; 0.43% of 330,000 active; AID 434989;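 active means inhibition above its plate's threshold, mean inhibition of all tested compounds on the plate plus 3 SD, cut at about 37% in these data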;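 further: 0% = orexin A challenge wells and 100% = SB-334867-A antagonist wells; not every result past the cut was called active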
# Target sequence (O43613 whole entry, looked up): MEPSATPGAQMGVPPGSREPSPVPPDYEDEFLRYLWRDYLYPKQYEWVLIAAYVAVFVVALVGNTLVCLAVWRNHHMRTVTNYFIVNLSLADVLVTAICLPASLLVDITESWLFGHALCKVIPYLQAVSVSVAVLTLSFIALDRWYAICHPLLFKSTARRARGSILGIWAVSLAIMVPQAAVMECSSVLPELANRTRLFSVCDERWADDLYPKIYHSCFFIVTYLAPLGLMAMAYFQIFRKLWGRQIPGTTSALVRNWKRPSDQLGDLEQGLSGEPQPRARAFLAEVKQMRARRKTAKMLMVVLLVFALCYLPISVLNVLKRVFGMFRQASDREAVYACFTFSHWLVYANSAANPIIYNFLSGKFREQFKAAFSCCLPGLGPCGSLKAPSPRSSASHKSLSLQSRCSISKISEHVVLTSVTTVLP
# CHT PAM: allosterically activates the human high affinity choline transporter; Q9GZV3; CHT-expressing cells, membrane potential dye, choline EC20; hits give high values; LV-AA mutant CHT in HEK293 cells; B-score at 10 µM; 0.49% of 310,000 active; AID 488977;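 active means initial fluorescence not abnormally high and integrated response B-score, plate-corrected, over 3 SD above library mean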
# Target sequence (Q9GZV3 whole entry, looked up): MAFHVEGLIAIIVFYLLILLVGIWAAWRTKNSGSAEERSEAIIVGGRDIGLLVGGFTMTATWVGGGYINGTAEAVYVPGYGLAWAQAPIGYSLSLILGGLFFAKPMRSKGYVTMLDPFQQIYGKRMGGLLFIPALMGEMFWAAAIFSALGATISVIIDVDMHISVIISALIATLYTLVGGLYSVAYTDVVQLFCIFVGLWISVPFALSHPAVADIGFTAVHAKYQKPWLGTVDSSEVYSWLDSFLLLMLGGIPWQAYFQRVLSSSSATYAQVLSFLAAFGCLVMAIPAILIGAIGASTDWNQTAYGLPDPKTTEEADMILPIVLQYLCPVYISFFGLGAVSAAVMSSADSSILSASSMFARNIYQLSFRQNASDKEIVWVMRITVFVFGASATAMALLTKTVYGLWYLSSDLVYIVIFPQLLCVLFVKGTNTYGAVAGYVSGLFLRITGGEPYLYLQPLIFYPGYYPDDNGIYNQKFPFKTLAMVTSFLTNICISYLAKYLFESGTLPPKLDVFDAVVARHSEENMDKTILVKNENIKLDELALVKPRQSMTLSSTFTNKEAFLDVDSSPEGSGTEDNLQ
# OX1R antag-2: blocks the human orexin 1 receptor; O43613; OX1R-expressing cells, FRET antagonist read-out; 1.8% of 330,000 active; AID 485270; inhibition, % at 6.6 µM; in the data active means inhibition mostly above about 38%, no sharp cut-off; inactive means mostly below about 40%;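 further: 0% = agonist challenge alone and 100% = reference antagonist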
# * marks the source's active call; other numbers are inactive results; i = inactive; · = not tested or not shown.
mol	OX1R antag-1	CHT PAM	OX1R antag-2
O=C(Nc1cc(Cl)cc(Cl)c1)C(NCCCO)c1ccccc1 (centres undefined)	-25	i	16
CN(C)S(=O)(=O)c1cccc(NC(=O)Cc2ccsc2)c1	-8	i	10
O=C(CSc1nc(N2CCOCC2)nc(N2CCOCC2)n1)Nc1ccc(Cl)cc1Cl	-25	i	10
Cc1ccc(C(=O)Nc2nc(C(C)(C)C)cs2)s1	-42	i	19
O=C(Nc1ccc(Cl)cc1)N(Cc1cccnc1)Cc1ccco1	-13	i	6
Cc1nnc(C)n1/N=C/c1cc2ccccc2nc1Cl	-9	8.6*	38
CC(=O)N1[C@H](Cc2ccccc2)C=C[C@]1(C)C(=O)NCCc1c[nH]c2ccccc12	-36	i	37
CC(C(=O)O)n1cc(Cl)cn1 (centres undefined)	-12	i	24
O=C(OCC(=O)N1N=C(c2ccc(Cl)cc2)CC1c1ccco1)c1ccccc1O (centres undefined)	-5	i	24
CCN1C(=O)[C@H]2[C@H]3CN=C(SC)N3[C@@](Cc3ccccc3)(C(=O)OC)[C@H]2C1=O	2	·	5
CCNC(=O)NC(=O)C(C)OC(=O)c1oc2ccc(OC)cc2c1C (centres undefined)	-15	i	9
O=S(=O)(c1ccc(N2CCCC2)nc1)N1CCCC1	-4	i	11
C[C@H](NC(=O)N1CCn2c1nc1ccccc12)C(=O)NCc1ccco1	-16	i	11
CCOCCCNC(=O)Cn1nc(-c2ccccc2)ccc1=O	2	i	11
C[C@H](CO)N1C[C@H](C)[C@@H](CN(C)C(=O)Nc2ccc(C(F)(F)F)cc2)Oc2ccc(NS(=O)(=O)c3ccc(F)cc3)cc2C1=O	-2	·	5
O=C(CSc1ccc(Br)cc1)NC1CCS(=O)(=O)C1 (centres undefined)	-15	i	13
COc1ccc(C(=O)CSc2nnc(C3CC3)n2N)cc1	-19	i	12
Cc1ccc(C2C(=O)N(C3CCC(C)CC3)CC(=O)N2C2CCCC2)cc1 (centres undefined)	-37	i	12
O=C(NCc1ccco1)c1cc(-c2ccccc2)on1	-8	i	5
CCOC(=O)C1CCCN(CC(=O)Nc2c(C(=O)OC)[nH]c3ccc(Cl)cc23)C1 (centres undefined)	-28	i	16
CCOc1ccc(CNC(=O)c2ccco2)cc1	7	i	29
CNCC[C@@H](Oc1ccc(C(F)(F)F)cc1)c1ccccc1	-3	i	7
Cc1ccc(-c2ccc(/C=N\NC(=O)C3C(=O)NCC3c3ccccc3)o2)cc1Cl (centres undefined)	29	i	69*
Cc1ccc(O)c(-c2cc(-c3cccc(Br)c3)n[nH]2)c1	24	i	12
Cc1ccc(-c2nnn(CC(=O)N(c3ccccc3F)C(C(=O)NCC3CCCO3)c3c[nH]c4ccccc34)n2)cc1 (centres undefined)	2	i	11
O=C(CCNC(=O)c1ccc([N+](=O)[O-])cc1)Nc1nccs1	-4	i	14
O=C(Nc1ccc(Br)cc1Cl)Nn1cnnc1	-4	i	10
CC(=O)Nc1ccc(-c2csc(NC=C3C(=O)OC(C)(C)OC3=O)n2)cc1	6	i	38
O=C(CNC(=O)c1ccc(-c2ccccc2)cc1)OCc1c(F)cccc1Cl	-10	i	7
CCCOc1ccc(NC(=O)C(=O)NCCCn2ccnc2)cc1	-10	i	-1
O=C(CSc1nnc(CNC(=O)c2ccc(F)cc2)o1)Nc1ccc2c(c1)OCCO2	1	i	17
Cc1noc(NS(=O)(=O)c2ccc(NC(=O)C(C)(C)C)cc2)c1C	-2	i	11
Cc1cccc(NS(=O)(=O)c2cccc(C(=O)N3CCN(c4ccccn4)CC3)c2)c1	-22	i	10
N#C/C(=N\Nc1ccc(Cl)c(Cl)c1)C(=O)C1CC1	17	i	50*
COc1cc2nc(CN3CCN(C(c4ccccc4)c4ccccc4)CC3)[nH]c(=O)c2cc1OC	-15	i	6
O=C(CC(NC(=O)c1ccccc1Cl)c1ccccc1)Nc1ccc2c(c1)OCO2 (centres undefined)	-12	i	15
Cc1cccc(CCN2C(N(C)C)=NC[C@@H]2Cc2ccccc2)c1	0	·	3
COc1ccc(C)cc1NC(=O)CN(C)S(=O)(=O)c1ccc2c(c1)CCCN2C(C)=O	-25	i	12
COc1ccc(CCNC(=O)CCS(=O)(=O)c2ccc3nc(C)sc3c2)cc1OC	-24	i	15
COc1ccc(CNC(=O)c2cc(-c3ccncc3)nc3c(C)cc(C)cc23)cc1OC	-8	i	48*
CS(=O)(=O)N(CC(=O)N1CCCCCC1)c1cccc(Cl)c1Cl	-10	i	4
O=C(COC(=O)COc1cccc(C(F)(F)F)c1)NC(=O)NC1CCCCC1	-17	i	11
Cn1cccc1C(=O)NCc1ccc(S(N)(=O)=O)cc1	2	i	5
Clc1cccc(Cl)c1CSc1nnc(-c2ccncc2)s1	-7	i	14
COc1ccc(COC(=O)CN2C(=O)NC3(CCCC3)C2=O)cc1F	-4	i	8
COCCNC(=O)C(c1ccc(C)cc1)N(Cc1ccccc1)C(=O)CCC(=O)Nc1ccccn1 (centres undefined)	32	i	72*
CC1(C)OC(=O)N(NCc2ccccc2)C1(C)O (centres undefined)	-10	i	3
COc1ccccc1CCNC(=O)Cn1ccc2cc(S(=O)(=O)N3CCCC3)ccc21	19	i	55*
CN(C)c1ccc(C#Cc2ccc3cc(CCCO)oc(=O)c3c2)cc1	-3	·	0
COc1ccc(OC)c(S(=O)(=O)NCC(=O)NC2CCCCCC2)c1	-9	·	-3

# In another format: 4 of the compounds above
O=C(CSc1nnc(CNC(=O)c2ccc(F)cc2)o1)Nc1ccc2c(c1)OCCO2
  OX1R antag-1 = 1
  CHT PAM = i
  OX1R antag-2 = 17
CC1(C)OC(=O)N(NCc2ccccc2)C1(C)O (centres undefined)
  OX1R antag-1 = -10
  CHT PAM = i
  OX1R antag-2 = 3
Cc1cccc(CCN2C(N(C)C)=NC[C@@H]2Cc2ccccc2)c1
  OX1R antag-1 = 0
  CHT PAM = ·
  OX1R antag-2 = 3
Cc1ccc(C(=O)Nc2nc(C(C)(C)C)cs2)s1
  OX1R antag-1 = -42
  CHT PAM = i
  OX1R antag-2 = 19

# (cont.)
mol	OX1R antag-1	CHT PAM	OX1R antag-2
COc1ccc(CN2CCC(C(=O)N3CCCC(C)C3)CC2)cc1OC (centres undefined)	-14	i	2
CCCN(CCC)S(=O)(=O)c1ccc(C(=O)N2CCOCC2)cc1	-16	i	5
Cc1nn(CC(=O)O)c(=O)c2ccccc12	9	i	8
CCc1ccc(/C(C)=N\Nc2ccc([N+](=O)[O-])cc2)cc1	13	i	10
CC(C)c1ccc(C(CC(=O)c2ccc(Cl)cc2)C(=O)O)cc1 (centres undefined)	-12	i	9
CC(=O)N1CCc2cc(C(=O)CN3CCCN(Cc4ccc(F)cc4)C3)ccc21	-18	i	3
O=C(OCC(=O)N(Cc1ccccc1)Cc1ccccc1)c1cccc(O)c1	-17	·	6
Nc1nc(C2CCCN2S(=O)(=O)c2ccc(Cl)cc2)cs1 (centres undefined)	-26	i	16
Cc1cc(C(F)(F)F)nc(-n2cc(-c3cccc(N)c3)nn2)n1	-14	i	18
Cc1sc2nc(-c3ccccn3)[nH]c(=O)c2c1-c1ccccc1	-15	i	38
Cc1cc(NC(=O)c2cc(-c3ccc4c(c3)OCO4)on2)n(-c2ccccc2)n1	-25	i	13
CC(C)C(OC(=O)c1ccccc1)c1nccc2ccccc12 (centres undefined)	-43	i	4
CC(=O)Oc1ccc(C(=O)Nc2ccc3c(c2)C(=O)N(CCC(=O)O)C3=O)cc1	-4	i	16
Cc1ccccc1OCCn1c(S(=O)(=O)O)nc2c(N)ncnc21	0	i	-13
Cc1cccn2c(=O)c(/C=C3\SC(=S)NC3=O)c(NCCCN3CCOCC3)nc12	9	i	27
CCOc1ccc(/C=C2\SC(=S)N(CCC(=O)O)C2=O)cc1	-3	i	12
COCCCn1c(=O)c2ccccc2n(Cc2cccc(C)c2)c1=O	-16	i	31
Cc1[nH]n(-c2ccccc2)c(=O)c1/C=N/N1C(=O)c2ccc3c4c(ccc(c24)C1=O)CC3	-4	i	37
COc1ccc(C2SCC(C(=O)O)N2C(C)=O)cc1OC (centres undefined)	0	i	21
C=CCn1c(C)nnc1SCC(=O)Nc1nccs1	-14	i	6
CCCc1n(CC(O)COCc2ccccc2)c2ccccc2[n+]1C (centres undefined)	1	i	12
O=[N+]([O-])c1cccc(-c2nnc3n2CCCCC3)c1	-1	i	56
Cc1ccc(C(c2sc3nc(C)nn3c2O)N2CCOCC2)cc1 (centres undefined)	-13	i	10
CC12CCC(=O)N1C(C(=O)NNC(=O)c1ccccc1F)CS2 (centres undefined)	-4	·	-3
CC(C)(C)c1ccc(/C=C/C(=O)NCCCn2ccnc2)cc1	-11	i	-1
O=C(CCCN1C(=O)/C(=C/c2cccs2)SC1=S)Nc1ccc(O)cc1	4	i	19
O=C(Nc1sc2c(c1C(=O)O)CCCCC2)c1ccccc1F	-2	i	30
Cc1c(Cl)c([N+](=O)[O-])nn1CC(=O)Nc1c(C)n(C)n(-c2ccccc2)c1=O	-15	i	45
Cc1ccc2[nH]c(=O)c(C(c3nnnn3CC3CCCO3)N3CCc4ccccc4C3)cc2c1 (centres undefined)	-9	i	19
COc1ccccc1N1CCN(C(=O)CSc2nnc(NC(=O)C3CCC3)s2)CC1	-33	i	20
COc1ccc(Nc2nc(N)nc(CSCCO)n2)cc1	-10	i	1
CCC(=O)NC(=S)Nc1ccc(S(=O)(=O)N2CCN(C)CC2)cc1	-5	i	3
Cc1ccsc1-c1nc(C(N)=O)c2[nH]c(=O)n(-c3ccc(Cl)cc3)c2n1	-2	i	6
O=C(Cn1cncn1)c1ccccc1Br	-1	i	8
O=C(O)c1cccc(Nc2c([N+](=O)[O-])c(=O)oc3ccccc23)c1	1	i	25
Cc1ccc(C2CC(=O)NC(SCC(=O)Nc3nccs3)=C2C#N)cc1 (centres undefined)	-26	i	13
COc1ccc(-c2cc(C#N)nc(N3CCN(C)CC3)n2)cc1	3	i	4
CCOC(=O)c1ccc(NC(=O)C2CCN(C(=O)c3ccc(OC)c(OC)c3)CC2)cc1	-19	i	15
NC(=O)CSc1nnc(Cn2c(=O)sc3ccccc32)n1-c1ccccc1	-16	i	12
CC(C)c1ccc(/C=N/n2c(-c3ccccc3)n[nH]c2=S)cc1	-11	i	13
Cc1nn(CC(=O)NCCc2ccccc2)c(C)c1[N+](=O)[O-]	5	i	14
COCCn1c(-c2ccc(OC(F)(F)C(F)C(F)(F)F)cc2)nc2c1c(=O)[nH]c(=O)n2CC(C)C (centres undefined)	-23	i	7
COC(=O)[C@@]12CCCN1[C@H](c1ccc(-c3ccc(F)cc3)cc1)[C@H]1C(=O)N(C)C(=O)[C@H]12	-34	i	22
NC(=O)CC(NC(=O)Cc1cccc2ccccc12)c1ccc(NCc2ccc(F)c(F)c2)c([N+](=O)[O-])c1 (centres undefined)	-21	i	22
CC(OC(=O)/C=C/c1ccco1)C(=O)Nc1cccc([N+](=O)[O-])c1 (centres undefined)	-25	i	17
Cc1ccc(SCC(=O)Nc2ccc3c(c2)C(=O)N(C)C3=O)cc1	-13	i	19
CCOC(=O)C1(Cc2ccccc2C)CCCN(C(=O)c2ccc(COC)o2)C1 (centres undefined)	-26	i	4
CCSc1nnc2ccc(-c3ccc(OC)c(OC)c3)nn12	-6	i	39*
CC(C1CC1)N(Cc1ccccc1)C(=S)Nc1ccccc1 (centres undefined)	-8	i	18
O=C(Nc1csnn1)c1csnn1	-10	i	-2

# The final 2 compounds of the part before come first, to join the parts.
mol	OX1R antag-1	CHT PAM	OX1R antag-2
CC(C1CC1)N(Cc1ccccc1)C(=S)Nc1ccccc1 (centres undefined)	-8	i	18
O=C(Nc1csnn1)c1csnn1	-10	i	-2
Cc1ccccc1NC(=S)NCCO	-2	i	15
CCCNC(=O)COC(=O)c1ccc(Cl)c(S(=O)(=O)N2CCCC2)c1	-20	i	15
COc1ccc2c(CC(=O)OCC(=O)Nc3sc4c(c3C#N)CCC(C)C4)coc2c1 (centres undefined)	-14	i	11
CC[N+](C)(C)CCN(Cc1ccc(Cl)cc1)c1ccccn1	-10	i	26
O=C1NC[C@H](c2ccccc2)OC(=O)[C@@H](Cc2ccc(F)cc2)CC/C=C/C[C@@H]1CC(=O)N(CCO)Cc1ccccc1	11	·	20
CCS(=O)(=O)N1CCN=C1SCc1cccc(F)c1	-1	i	12
CCN(CC)c1ccc(/C=N/NC(=O)CNC(=O)c2cccs2)cc1	-14	i	28
C=CC[C@@H](CC(=O)N(CCO)Cc1ccccc1)C(=O)NC[C@H](OC(=O)[C@@H](CC=C)Cc1ccc(F)cc1)c1ccccc1	40	·	34
COc1ccc(/C=N/NC(=O)c2nc(-c3ccccc3)cc(-c3ccccc3)n2)cc1	-20	i	12
COc1ccc(C(=O)N/C(=C\c2ccc3c(c2)OCO3)C(=O)N2CCOCC2)cc1	0	i	20
CCOC(=O)c1c(C(=O)OCC)c(C)n(Cc2cc(OC)c(OC)c(OC)c2)c1C	-7	i	3
Cc1ccc(S(=O)(=O)NC(=O)COc2ccccc2C)cc1	-4	i	2

# Bioassay records: PubChem BioAssay, several laboratories
